Screens deposited in PubChem BioAssay by Sanford-Burnham Center for Chemical Genomics.
CXCR6 inh – blocks human CXCR6 beta-arrestin recruitment | 360,000 compounds, 0.36% hits | O00574 | AID 602244 | CHO-K1 PathHunter CXCR6 beta-arrestin, luminescence | inhibition, % at 20 µM; in the data active means inhibition above about 34%, passing the limit was not always enough;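 further: antagonist mode with CXCL16 agonist at 10 nM final; 0% = 10 nM CXCL16 with DMSO and 100% = unstimulated wells without agonist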
Target sequence (O00574 whole entry, looked up): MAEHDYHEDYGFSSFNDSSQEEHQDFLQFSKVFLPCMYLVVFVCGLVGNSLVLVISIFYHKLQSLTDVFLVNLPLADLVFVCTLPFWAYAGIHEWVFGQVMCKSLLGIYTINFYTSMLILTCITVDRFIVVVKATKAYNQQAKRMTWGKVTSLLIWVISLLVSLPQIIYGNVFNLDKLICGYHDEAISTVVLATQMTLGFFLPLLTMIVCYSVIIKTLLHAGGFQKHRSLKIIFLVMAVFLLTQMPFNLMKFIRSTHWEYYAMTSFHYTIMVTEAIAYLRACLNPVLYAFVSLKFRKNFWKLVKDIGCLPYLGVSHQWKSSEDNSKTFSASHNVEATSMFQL
MPTP block – inhibitors of mitochondrial permeability transition pore | isolated mouse mitochondria, Ca2+ swelling absorbance, 30 min | inhibition, % at 10 µM | 360,000 compounds, 1.4% hits | AID 602449;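 active means inhibition of 50% or more, scaled per plate between neutral and stimulator controls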;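 further: 0% = DMSO wells given calcium and 100% = 1 mM EGTA wells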
CCR6 antagonist – antagonists of human CCR6 receptor; P51684; CHO-K1 CCR6 PathHunter beta-arrestin, luminescence, CCL20-stimulated; inhibition, % at 20 µM; 340,000 compounds, 0.49% hits;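 active means compounds whose inhibition of the agonist-driven luminescence signal at 20 µM reaches about 50%, limit read from the data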;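 further: cells stimulated with CCL20 at 14 nM final; plate controls were DMSO with CCL20 for no effect and DMSO without agonist for full effect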
Gli-Sufu block – antagonists of Gli-Sufu signaling | Sufu-KO-LIGHT fibroblasts, Gli luciferase reporter luminescence | inhibition, % at 5 µM | 340,000 compounds, 0.74% hits | AID 588413;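 active means inhibition above about 55%, limit read from the data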;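 further: 0% = DMSO-treated cells and 100% = wells with medium but no cells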
A3G deaminase – blocks human APOBEC3G single-stranded DNA deamination; recombinant A3G, ssDNA deamination FAM/TAMRA fluorescence; inhibition, % at 20 µM; 330,000 compounds, 0.28% hits;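 active means inhibition of at least 40% at 20 µM, with no more than 30% in the related APOBEC3A deaminase screen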;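 further: plate controls were DMSO wells with A3G for no effect and wells lacking A3G enzyme for full effect; some compounds called inactive have numbers as strong as hits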
Target sequence (Q9HC16 whole entry, looked up): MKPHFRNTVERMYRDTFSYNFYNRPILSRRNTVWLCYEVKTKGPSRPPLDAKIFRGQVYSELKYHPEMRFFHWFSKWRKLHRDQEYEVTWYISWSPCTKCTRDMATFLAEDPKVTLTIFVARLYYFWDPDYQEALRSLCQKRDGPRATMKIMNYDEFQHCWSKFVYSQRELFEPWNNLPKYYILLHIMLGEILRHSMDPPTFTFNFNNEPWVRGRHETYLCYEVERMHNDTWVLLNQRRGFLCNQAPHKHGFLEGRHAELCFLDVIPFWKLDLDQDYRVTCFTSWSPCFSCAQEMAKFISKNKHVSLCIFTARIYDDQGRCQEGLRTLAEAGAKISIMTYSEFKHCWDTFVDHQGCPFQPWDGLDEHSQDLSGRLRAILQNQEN
EBI2 antag – blocks human EBI2 receptor beta-arrestin signaling. P32249. EBI2 beta-arrestin recruitment, luminescence, 7a,25-OHC stimulated. inhibition, % at 5 µM. 360,000 compounds, 0.81% hits. AID 651636; in the data active means inhibition above about 38%;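 further: enzyme fragment complementation signal reports receptor beta-arrestin coupling in cells; 0% = agonist plus DMSO wells and 100% = wells without agonist; some results beyond the cut were filed as inactive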
APOBEC3A inh – inhibitors of human APOBEC3A DNA deaminase; P31941; recombinant A3A, FAM/TAMRA ssDNA deamination fluorescence; inhibition, % at 20 µM; 330,000 compounds, 0.41% hits; AID 493011;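 active means at least 40% inhibition at 20 µM here, with at most 30% in a related deaminase screen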;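 further: plate controls were A3A with DMSO for no effect and wells lacking A3A enzyme for full effect; some results filed as inactive read as strong as hits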
Target sequence (P31941 whole entry, looked up): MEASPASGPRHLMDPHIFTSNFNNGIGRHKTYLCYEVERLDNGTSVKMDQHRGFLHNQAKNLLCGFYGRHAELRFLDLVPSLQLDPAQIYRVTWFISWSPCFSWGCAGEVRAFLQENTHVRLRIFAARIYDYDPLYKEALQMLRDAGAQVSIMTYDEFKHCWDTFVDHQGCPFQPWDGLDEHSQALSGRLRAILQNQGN
GRIN3A LBD mod – NR3A (human) ligand-binding domain modulation; NR3A LBD differential scanning fluorimetry, Tm shift; 0% = protein alone, 100% = glycine-bound protein; Tm shift relative to glycine control, % at 25 µM; 340,000 compounds, 2.5% hits; AID 1259313;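 active means melting temperature shift of at least 10% of the positive control shift, at one fixed dose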
Starred values were filed as active, the others as inactive; . = not tested or not shown.

SMILES	CXCR6 inh	MPTP block	CCR6 antagonist	Gli-Sufu block	A3G deaminase	EBI2 antag	APOBEC3A inh	GRIN3A LBD mod
O=c1[nH]c(C2CCN(S(=O)(=O)c3ccc4c(c3)OCCO4)CC2)nc2c1nnn2Cc1cccc(F)c1	1.6	1.2	1.7	-14.5	-10.7	-5.4	-3.0	-2.1
O=C(CCc1ccccc1)N/N=C/c1cc(Br)ccc1O	-0.1	91.4*	-3.9	3.6	-2.1	13.8	-4.3	-20.5
O=C(NCc1ccccn1)C(=O)Nc1nc(C23CC4CC(CC(C4)C2)C3)cs1	13.8	2.0	44.7	-4.4	-4.8	3.2	1.1	0.5
Clc1ccc(OCc2cn3cccnc3n2)c2ncccc12	-5.6	-1.5	-12.9	-27.6	.	-6.9	.	1.4
O=C1c2ccccc2C(=O)N1c1ccc(Cl)cn1	2.5	0.0	-31.9	-36.9	-1.8	-7.6	-1.8	-1.9
N#C/C(C(N)=O)=C1/CCCN1Cc1ccccc1	6.6	2.2	10.8	-2.3	-10.6	7.8	-4.2	-0.9
O=CN1CCN(C(=O)CN2C(=O)c3ccccc3C2=O)CC1	8.2	1.3	4.4	-9.9	0.2	-4.6	-0.1	-1.3
COc1ccc(CC(=O)NCc2nnc(SCC(=O)c3ccc(OC)cc3)n2C)cc1	-4.9	-1.4	-10.1	14.6	-12.3	0.1	-3.3	-1.4
CC(=O)Nc1ccc(NC(=O)CSc2nnc(-c3ccco3)n2Cc2ccco2)cc1	-3.3	-1.6	1.6	-1.9	-6.8	3.0	3.7	-1.5
COc1ccc(OC)c(C2C3=C(CCCC3=O)Nc3c2c(=O)n(C)c(=O)n3C)c1 (centres undefined)	-5.0	-1.4	-0.1	-2.3	-2.2	-13.2	-1.1	1.1
CC(C)Oc1ccc(CCNC(=O)C2CCC(=O)N(C3CCCCCC3)C2)cc1 (centres undefined)	1.2	-1.5	6.0	-5.3	-4.2	9.5	-5.3	-4.7
COc1cccc(NC(=O)C(=O)N/N=C/c2ccc3c(c2)OCO3)c1	-3.1	-2.7	7.1	-15.6	-4.5	-9.0	-4.3	-1.3
CCOC(=O)N1CCC(NC(=O)c2oc3c(c2C)-c2[nH]ncc2CC3)CC1	-7.7	4.9	-2.2	-27.7	-3.4	-13.0	0.0	0.3
CNC(=S)N1CCC(NC(=O)C(Cc2ccc(F)cc2)NC(C)=O)CC1 (centres undefined)	5.1	-1.0	-3.8	0.3	-4.5	-4.3	-3.3	-1.2
CN(C)S(=O)(=O)c1cccc(NC(=O)c2cccc(NS(=O)(=O)c3ccccc3)c2)c1	-5.5	-0.2	-2.1	-3.3	-7.2	-6.1	-1.9	2.7
Cc1ccccc1Nc1ncc(C#N)c(N)n1	-3.8	0.7	-3.2	0.8	-6.5	-0.5	-2.8	-0.4
CCOC(=O)c1cn2c(C)cccc2n1	-2.3	-3.5	16.5	1.4	-5.6	-1.8	-2.2	-0.7
Cc1cc2cc(CNC(=O)c3ccc(Br)o3)ccc2n1C	-6.8	1.7	0.0	-1.9	8.4	-3.0	3.8	-13.8
CN(Cc1ccccc1)CC(O)COc1ccc(CNCc2ccc(Cl)s2)cc1 (centres undefined)	-1.9	91.3*	11.8	21.2	-2.9	-5.2	0.1	-0.9
Cc1ccc(NC(=O)CCNC(=O)c2ccc(Br)cc2)cc1S(=O)(=O)N1CCCCCC1	-6.6	0.3	8.7	13.0	-3.3	17.8	20.5	2.2
Cc1cccc(C(=O)NNC(=O)c2cccc([N+](=O)[O-])c2)c1	5.0	-3.0	-5.9	-1.7	-2.0	-0.1	-0.5	-1.4
Cc1cccn2c(CN3CCNC(=O)CC3)c(C(=O)N(C)CCc3ccccc3)nc12	2.6	1.3	9.6	0.9	-2.3	5.2	0.0	-0.2
COC(=O)c1cc(=O)n(Cc2ccc(OC)cc2)c(=NCc2ccc(OC)cc2)s1	2.0	2.9	30.0	3.5	-9.4	42.4	-0.5	-2.6
Cn1nnnc1SCCNCc1cccnc1	4.2	-1.2	-8.4	-5.7	-4.0	-2.2	0.6	-0.2
CN(C)C(CNC(=O)C1CCN(S(=O)(=O)c2ccccc2C(F)(F)F)CC1)Cc1ccccc1 (centres undefined)	10.4	0.2	-2.6	20.0	-12.2	-0.9	-6.6	1.9
CCOC(=O)c1ccc(Nc2c(CC)c(C)nc3ncnn23)cc1	-5.6	-0.4	2.0	1.6	-2.1	-7.9	-0.7	0.6
O=C(NCCOc1ccc(Cl)cc1)C(=O)NCC1CCCO1 (centres undefined)	-0.2	1.5	-0.5	4.0	-5.7	15.2	2.8	-0.2
O=C(Nc1ccc(F)cc1)C1CCN(S(=O)(=O)c2cccc3nonc23)CC1	-3.7	0.0	1.2	-24.3	-8.6	4.6	2.3	-4.5
CC(C)c1cccc(OCCN2CCCC2)c1	-4.2	0.0	13.3	1.1	-8.6	5.0	-4.3	1.5
CC1(/[N+]([O-])=C/c2cccc(Cl)c2)CCCCC1=O (centres undefined)	-4.5	4.4	5.3	0.7	-8.1	2.3	-1.3	0.4
CCOC(=O)N1CCC(N2CCN(S(=O)(=O)c3ccc([N+](=O)[O-])cc3)CC2)CC1	-17.6	4.0	-12.1	5.8	-4.1	-6.9	-0.5	-0.4
Cc1n[nH]c(C)c1S(=O)(=O)N1CCCC(C(=O)NCc2ccccc2Cl)C1 (centres undefined)	-6.2	3.2	23.3	10.4	-7.2	-4.3	3.3	-0.3
C[C@H](NC(=O)c1ccco1)C(=O)Nc1nc(-c2ccccn2)cs1	1.0	-0.2	5.8	0.8	.	-5.6	.	-1.0
O=C(c1ccc2c(Cl)c3c(nc2c1)CCCC3)N1CCN(c2ccc(F)cc2)CC1	-1.3	-0.6	7.4	38.2	-6.3	0.0	-1.4	-5.5
COc1ccc(CCNC(=O)CSc2ccccn2)cc1	4.3	-1.4	-1.5	-20.5	0.9	-5.0	3.7	0.7
Cc1onc(-c2ccccc2)c1C(=O)NNC(=O)c1ccccc1	-5.8	2.4	-0.2	-2.1	-4.8	-14.9	-0.8	1.8
COC(=O)C(Cc1ccccc1)NC(=O)c1cc(S(=O)(=O)N(C)C)ccc1Cl (centres undefined)	-4.7	-0.4	5.9	5.8	-4.2	5.4	5.6	0.5
COc1ccc(NC2=NC(C)(CO)CS2)cc1 (centres undefined)	-7.7	0.9	3.1	-12.3	-9.3	-5.2	-0.8	7.2
CN(C)c1ccc(C(CC(=O)c2ccccc2)C2CCCCC2=O)cc1 (centres undefined)	-4.7	0.2	18.2	11.9	-4.5	2.8	-1.4	-3.1
O=C(CSC1=NCCS1)Nc1ccc(S(=O)(=O)N2CCCCCC2)cc1	-6.7	2.7	6.8	5.9	-9.2	7.2	0.1	-4.9
COc1ccccc1NS(=O)(=O)c1cccc(C(=O)NCC(c2ccco2)N(C)C)c1 (centres undefined)	-4.9	10.1	-10.2	4.1	-9.3	7.9	-3.0	-0.4
c1ccc(Nc2nc3ccccc3n3cnnc23)cc1	-10.5	0.5	2.9	3.0	-4.5	1.3	-0.2	1.9
CC(=O)N1CCN(c2ccc(Nc3nc(C)nc4c3oc3ccccc34)cc2)CC1	-2.7	-2.5	-1.9	16.2	-3.6	2.5	-2.7	3.0
Fc1ccccc1NC(=S)N1CCCCC1	-6.0	-0.2	8.8	-3.6	-2.2	-6.7	0.6	0.5
CCCC(C)Sc1nc2c([nH]1)c(=S)n(C)c(=O)n2C (centres undefined)	42.0*	0.7	40.1	14.1	.	1.6	.	-3.1
O=C(c1cc2ccccc2o1)N1CCN(S(=O)(=O)c2c(F)cccc2F)CC1	2.0	0.5	10.8	0.5	-6.9	63.3*	-2.6	1.8
COc1ccc(OC)c(CNC(=O)C2CCN(S(=O)(=O)N3CCCC3)CC2)c1	-3.7	-1.4	4.8	-6.1	-8.0	-1.9	0.3	-0.1
Cc1ncc(CO)c2cc(C(=O)Nc3cccc(F)c3)c(=Nc3cccc(C(N)=O)c3)oc12	19.2	0.7	19.5	3.8	-7.2	-20.1	-4.9	0.5
CCOc1ccc(N2C(=O)CC(NCCc3ccncc3)C2=O)cc1 (centres undefined)	-4.6	-1.0	-6.3	1.4	-6.3	-2.6	0.9	.
O=C1CSC(c2ccco2)N1 (centres undefined)	-7.1	1.3	19.8	7.3	-3.2	1.5	-7.1	-1.7
CC(=O)N1CCc2cc(S(=O)(=O)NC(CC(C)C)C(=O)Nc3cc(C(=O)O)ccc3C)ccc21 (centres undefined)	-9.7	0.6	0.3	-2.2	2.4	-10.8	-0.5	1.4
COc1ccc(N2CCCC2)c(NC(=O)c2ccc([N+](=O)[O-])o2)c1	2.3	-0.2	6.3	-10.5	-5.6	19.6	-1.8	1.8
Nc1nc(N)c2nc(-c3ccccc3)c(N)nc2n1	-5.3	-0.9	-1.1	-10.7	2.3	2.3	5.0	2.0
Cc1ccc(N2CC(C(=O)Nc3cc(C)ccc3F)CC2=O)cc1 (centres undefined)	2.2	1.3	8.1	2.8	-1.9	53.0*	0.1	0.3
Cc1cccc2nc(CSc3nc4ccc([N+](=O)[O-])cc4[nH]3)c(Br)n12	10.3	9.2	51.5*	13.0	-7.5	1.5	0.3	-8.7
O=[N+]([O-])c1cc(C(F)(F)F)cc([N+](=O)[O-])c1NCCCNc1ccc([N+](=O)[O-])c2cccnc12	-2.1	4.2	0.6	9.7	3.6	-8.8	2.2	-7.5
COc1ccc(Cl)c2c1[nH]c1nc(SCc3ccccn3)nnc12	10.0	0.9	22.2	-117.1	0.2	2.2	4.0	-11.6
CCCCc1cc(=O)oc2cc(C)cc(OCC(=O)N3CCC(C(=O)O)CC3)c12	12.8	0.7	-4.0	-13.6	-7.9	-4.9	-3.0	-1.8
Cc1ccc2c(c1)[C@H]1[C@H](CO2)[C@H](c2ccccc2)[C@]2(C)C(=O)Nc3ccc(Cl)cc3C(=O)N12	0.6	-0.8	14.8	-7.6	-3.8	10.3	-4.2	-3.5
CCc1cc2c(COC(=O)CCNS(=O)(=O)c3cccc(C(F)(F)F)c3)cc(=O)oc2cc1O	1.5	0.7	14.0	1.1	-6.8	15.3	-3.6	5.5

Two of these compounds in another layout.
The line under a structure holds: CXCR6 inh, MPTP block, CCR6 antagonist, Gli-Sufu block, A3G deaminase, EBI2 antag, APOBEC3A inh, GRIN3A LBD mod
Cc1ccc2c(c1)[C@H]1[C@H](CO2)[C@H](c2ccccc2)[C@]2(C)C(=O)Nc3ccc(Cl)cc3C(=O)N12
    0.6, -0.8, 14.8, -7.6, -3.8, 10.3, -4.2, -3.5
CCc1cc2c(COC(=O)CCNS(=O)(=O)c3cccc(C(F)(F)F)c3)cc(=O)oc2cc1O
    1.5, 0.7, 14.0, 1.1, -6.8, 15.3, -3.6, 5.5

(list continues)
SMILES	CXCR6 inh	MPTP block	CCR6 antagonist	Gli-Sufu block	A3G deaminase	EBI2 antag	APOBEC3A inh	GRIN3A LBD mod
O=C(O)COCC(=O)N1CCCN(c2nccc(C(F)(F)F)n2)CC1	-9.1	-0.2	14.4	2.6	-8.2	-3.9	11.6	-0.3
O=C(O)CC(NC(=O)COc1ccccc1)c1cccc([N+](=O)[O-])c1 (centres undefined)	3.3	0.8	10.6	0.2	-3.8	-8.2	-0.8	-0.4
CC1(C)Cc2c(sc3ncnc(NN)c23)CO1	-2.6	1.1	11.1	-3.8	3.4	-7.8	-2.9	0.2
COC(=O)CNC(=S)NC(=O)c1ccc(C(C)(C)C)cc1	2.9	-2.8	16.0	-14.6	5.0	2.8	-2.7	-0.9
COC(=O)c1cc(OC)c(OC)cc1NC(=O)Nc1ccc(OC)cc1	-1.7	-0.8	25.4	0.1	-2.8	-6.8	-1.6	0.9

Rows were taken by chance; overall some 5.8% were active at least once.
